PKA-R1A activ: PKA-R1A complex activation | P00514+P68181 | PKA-R1A dissociation, Cy5-IP20 fluorescence polarization; scaled: DMSO 0%, 113 µM cGMP 100% | activation, % at 11.4 µM | actives 0.083% (n = 340,000) | AID 504707;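 active = percent activation above the mean of all tested compounds plus 3 SD, cut at about 19% in these data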;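 also: higher means more PKAc released from R1A so a rise in polarization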
Arrestin-AP2 inh: blocks beta-arrestin peptide binding to AP2 adaptin | FITC-arrestin peptide / GST-AP2 beads, flow cytometry; AP2 beta2 appendage carries R879A mutation | inhibition, % at 10 µM | actives 0.31% (n = 340,000);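 active = inhibition above a set limit, near 3 SD of compounds lacking own fluorescence, cut at about 54% in these data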;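 also: plate controls were DMSO wells for no effect and 5 µM unlabelled arrestin peptide for full effect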
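Measured by: flow cytometry, FL1 (488/535 nm); Material: AP2 appendage R879A on GSH beads; Evaluation: percent response; Timing: pre-incubation 12 min, peptide binding 1 h, room temperature; Also added: 50 nM FITC-arrestin peptide; Medium: PBS with 0.05% Tween 20 and 0.1% BSA.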
AddAB inh: less growth of phage-infected E. coli with AddAB; E. coli expressing H. pylori AddAB, absorbance growth; inhibition, % at 11.9 µM; actives 0.29% (n = 330,000); AID 435030; in the data active = inhibition above about 12%;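 also: 0% = vehicle wells of infected cells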
PfHsp90 set2: inhibits growth of yeast expressing Plasmodium falciparum Hsp90 | actives 0.32% (n = 310,000) | inhibition, % at 9.4 µM | AID 504621 | S. cerevisiae expressing PfHsp90, BacTiter-Glo ATP, 48 h; yeast lacking PDR1 and PDR3 efflux regulators;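 active = every replicate shows inhibition above about 80%, whatever the replicate mean, limit read from the data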;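 also: 0% = DMSO neutral controls and 100% = 20 µM radicicol positive controls; yeast relying on Plasmodium falciparum Hsp90 in place of its own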
Pemphigus Ab inh: human desmoglein-3 autoantibody binding inhibition | AID 588358 | DSG3-coupled beads, scFv-anti-DSG3-GFP binding, flow cytometry; stronger effect = lower value | binding (percent of control), % at 10 µM | actives 0.48% (n = 310,000);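 active = binding more than 3 SD below its plate's average and above zero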;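 also: hits lower antibody fragment binding to DSG3; some compounds called inactive have numbers as strong as hits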
Target sequence (P32926 whole entry, looked up, the tested form may be a part): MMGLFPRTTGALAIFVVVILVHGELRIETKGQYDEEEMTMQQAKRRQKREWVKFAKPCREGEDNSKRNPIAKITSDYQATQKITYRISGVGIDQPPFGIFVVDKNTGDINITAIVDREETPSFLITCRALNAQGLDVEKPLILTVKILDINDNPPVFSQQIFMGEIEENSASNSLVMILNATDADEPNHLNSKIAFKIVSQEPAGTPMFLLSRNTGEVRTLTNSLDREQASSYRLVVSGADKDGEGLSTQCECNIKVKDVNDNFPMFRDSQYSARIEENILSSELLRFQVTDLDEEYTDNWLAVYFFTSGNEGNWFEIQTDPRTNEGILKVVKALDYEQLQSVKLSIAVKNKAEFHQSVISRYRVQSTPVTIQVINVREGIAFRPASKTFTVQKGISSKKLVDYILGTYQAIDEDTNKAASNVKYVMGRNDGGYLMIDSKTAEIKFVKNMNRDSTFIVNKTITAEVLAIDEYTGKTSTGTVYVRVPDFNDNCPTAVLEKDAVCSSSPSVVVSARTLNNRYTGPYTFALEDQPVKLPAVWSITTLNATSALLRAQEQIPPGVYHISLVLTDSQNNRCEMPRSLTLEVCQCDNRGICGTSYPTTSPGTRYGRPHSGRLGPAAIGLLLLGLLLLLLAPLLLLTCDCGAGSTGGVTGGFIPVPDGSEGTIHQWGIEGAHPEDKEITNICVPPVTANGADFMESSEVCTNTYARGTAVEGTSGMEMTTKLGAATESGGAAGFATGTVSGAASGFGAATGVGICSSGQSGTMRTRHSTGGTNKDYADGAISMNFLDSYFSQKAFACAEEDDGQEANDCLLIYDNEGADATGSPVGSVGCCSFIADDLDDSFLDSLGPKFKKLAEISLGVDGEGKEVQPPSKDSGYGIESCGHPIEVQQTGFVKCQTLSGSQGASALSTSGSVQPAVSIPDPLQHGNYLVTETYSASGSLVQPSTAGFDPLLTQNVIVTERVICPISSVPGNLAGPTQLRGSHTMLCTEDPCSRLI
OPRM1-OPRD1 inv: mu-delta opioid heterodimer inverse agonism. P35372+P41143. cell-based MOR-DOR heterodimer luminescence. inhibition, % at 9.3 µM. actives 0.21% (n = 340,000). AID 504357; in the data active = inhibition above about 22%, passing the limit was not always enough;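 also: 0% = cells with DMSO and 100% = wells without cells with DMSO; values of inactives mirror those of a sister screen read the other way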
Ecoli viability: reduces bacterial viability in AddAB counter-screen; E. coli V3065 growth, OD600 absorbance, 18 h; inhibition, % at 11.9 µM; actives 0.27% (n = 330,000);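 active = inhibition above the campaign's mean inhibition across all tested compounds plus 3 SD, cut at about 9.9% in these data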;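 also: uninfected addAB+ strain grown without phage in ampicillin broth; 0% = DMSO wells and 100% = ciprofloxacin 0.95 µg/ml wells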
phage Ecoli inh: E. coli growth loss with phage present | growth absorbance | actives 0.26% (n = 360,000) | inhibition, % at 11.9 µM | AID 651602; in the data active = inhibition above about 11%
Tat transport: E. coli Tat transport inhibition; AID 488895; E. coli MC4100 TorA-mCherry Tat export, fluorescence; inhibition, % at 10 µM; actives 0.036% (n = 340,000);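 active = mean replicate inhibition at least 50% and at least half of replicates individually reaching 50%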;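 also: exported cargo escapes ClpAP degradation while cytoplasmic cargo is degraded and loses fluorescence; 0% = median of neutral control wells and 100% = median of NaSCN control wells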
MOR-DOR ag: OPRM1-OPRD1 heterodimerization agonism; P35372+P41143; cells, luminescence; activation, % at 9.3 µM; actives 0.3% (n = 340,000); AID 504326; in the data active = activation above about 18%;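 also: 0% = vehicle-treated cells and 100% = reference agonist; values of inactives mirror those of a sister screen read the other way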
SUMO Mot1 rescue: inhibitors of SUMOylation pathway: yeast Mot1-301 growth rescue. S. cerevisiae Mot1-301 growth rescue, ATP luminescence, 38.5C; percent above DMSO median, 100 means doubled. growth rescue, % at 18.8 µM. actives 1% (n = 320,000);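 active = every valid replicate shows activation above 250% relative to neutral control wells; inactive = the rest, any valid replicate at or below 250%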;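 also: OY570 slx delta 5 strain wells were the positive control but not used for scaling; some compounds called inactive have numbers as strong as hits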
Numbers without * were called inactive; nt = not tested or not shown; & = joins results of further samples. Rows were taken by chance. About 2.8% of those tested had a hit in this group.

SMILES | PKA-R1A activ | Arrestin-AP2 inh | AddAB inh | PfHsp90 set2 | Pemphigus Ab inh | OPRM1-OPRD1 inv | Ecoli viability | phage Ecoli inh | Tat transport | MOR-DOR ag | SUMO Mot1 rescue
O=C(Nc1cccc(F)c1)Nc1ccnn1C1CCN(C(=O)CCN2CCCO2)CC1 | 10 | 13 | -1.8 | 3 | 0.6* | 20 | -1.7 | 1.6 | -3 | -3.6 | 1
COc1ccc(NS(=O)(=O)c2ccc(NS(=O)(=O)c3cccs3)cc2)c(OC)c1 | -7 | 0 | 3.9 | 22 | 117 | 1 | -0.3 | 2.7 | 0 | -0.1 | -9
CCNc1nc2c(c(=O)[nH]c(=O)n2C)n1Cc1ccc(F)cc1 | -4 | 0 | 0.8 | 16 | 104 | 12 | 2.1 | 2.4 | -3 | -2.4 | -5
Fc1ccc(COc2ccc(C(=S)N3CCCC3)cc2)cc1 | -7 | 3 | 2.5 | 5 | 111 | 17 | 1.0 | -0.8 | -8 | -3.3 | -1
CCc1ccc(N2CC(C(=O)OCC(=O)NC3CCS(=O)(=O)C3)CC2=O)cc1 (stereo not drawn) | -5 | -1 | 3.3 | nt | 103 | 10 | 2.0 | 0.8 | 0 | -1.7 | 65
CCN(CC(=O)NCCc1ccc(S(N)(=O)=O)cc1)Cc1ccccc1 | -8 | 2 | 2.5 | 15 | 113 | 12 | -1.6 | -0.4 | 3 | -2.3 | 19
COc1ccc(NC(=O)N2CCCC(C(=O)NCc3ccccc3F)C2)cc1 (stereo not drawn) | 12 | 23 | 3.4 | -14 | nt | 15 | -1.5 | 1.0 | 0 | -2.3 | -24
CCOC(=O)c1cccc(NC(=O)CSc2nnc(C3CCCCC3)n2C)c1 | -5 | -12 | 1.3 | 62 | 103 | 5 | -0.7 | 3.8 | -4 | -0.9 | 10
CC1CCCC(NC(=O)COC(=O)c2cccs2)C1C (stereo not drawn) | -4 | -14 | 2.1 | -2 | 97 | 18 | 0.2 | 3.3 | 5 | -4.4 | 5
Cc1ccc(NC2CCCN(C(=O)CCN3CCOCC3)C2)cc1C (stereo not drawn) | -13 | -10 | 0.6 | 2 | 90 | 18 | -0.2 | 0.5 | -2 | -3.4 | 1
COc1ccccc1-n1c(N)cc(=O)nc1SCC(=O)Nc1cc(C)on1 | -2 | 27 | 1.4 | -2 | 93 | 10 | -2.5 | 3.2 | -3 | -2.1 | -7
O=C(/C=C\c1ccccc1[N+](=O)[O-])Nc1ccccc1 | 2 | -15 | 0.0 | 10 | 105 | -4 | 1.0 | 3.5 | 2 | 0.8 | 21
O=C(Nc1ccc(N2CCOCC2)cc1)C1CC(=O)N(c2ccc(Cl)cc2)C1 (stereo not drawn) | -1 | -4 | 2.9 | nt | 126 | 0 | -0.8 | 0.8 | -1 | 0.0 | nt
CC(=O)c1ccc(OCC(O)CN2CCC(C)CC2)cc1 (stereo not drawn) | 2 | 45 | 6.8 | 13 | 108 | 10 | 1.3 | 2.4 | -11 | -2.0 | 126
COc1ccc(Cl)cc1C(=O)Nc1cccnc1Cl | -13 | 7 | 1.9 | 20 | 122 | -23 | 0.2 | 2.4 | -5 | 4.1 | -9
COc1ccccc1NC(=O)CN(Cc1ccco1)C(=O)c1ccc(N2CCCC2=O)cc1 | -6 | 28 | 2.1 | 5 | nt | 17 | -1.1 | 1.9 | -9 | -3.5 | nt
CCN(C[C@H]1N[C@@](C)(C(=O)OC)[C@H]2C(=O)N(Cc3ccccc3)C(=O)[C@@H]12)S(=O)(=O)c1ccc(F)cc1 | 2 | -11 | 3.5 | -4 | 102 | 5 | -3.2 | 1.1 | 6 | -1.1 | 2
CCC(CC)C(=O)OCC(=O)Nc1cccc(S(=O)(=O)N(C)c2ccccc2)c1 | nt | -16 | 1.3 | 36 | 110 | nt | -2.3 | 1.1 | 0 | nt | 8
Cc1nc(NCCNC(=O)c2ccco2)c2c(C)c(C)sc2n1 | 2 | 3 | 0.8 | 5 | nt | 12 | -1.6 | 2.5 | 4 | -2.3 | 10
Cc1cccc(NC(=S)NC2CC3CCCC(C2)N3Cc2cccs2)c1 (stereo not drawn) | 2 | -41 | 7.8 | 8 | 104 | -18 | -1.1 | 3.5 | 1 | 3.2 | 10
NC1=C(c2ccc(F)cc2)C(=O)CS1 | 4 | -2 | -1.2 | -3 | 107 | 8 | 1.2 | 1.8 | -1 | -1.5 | 200
CN(C)C(=O)/C(=C/c1ccc(-c2cccc([N+](=O)[O-])c2)o1)NC(=O)c1ccccc1 | 8 | -7 | -1.0 | 1 | 115 | 12 | 0.6 | 19* | -2 | -2.5 | -6
COc1ccc(S(=O)(=O)N2CCCN(CC(=O)Nc3ccc4c(c3)OCO4)CC2)cc1 | -14 | 1 | 0.5 | -11 | 105 | -5 | -0.6 | 1.8 | 2 | 0.9 | -17
Cc1ccc(-c2ccc(=O)n(CCC(=O)NCCN3CCCCC3C)n2)cc1 (stereo not drawn) | -17 | -3 | -1.3 | 25 | 126 | 6 | -0.7 | 2.9 | 1 | -1.0 | 102
C[C@H]1CCC[C@@]2(O[C@@H](CCO)C[C@@H](O)[C@@H]2O)O1 | -6 | 2 | 2.7 | nt | 106 | 10 | 0.8 | 2.7 | -11 | -1.7 | 8

The final 2 compounds of the part above lead into the next:
SMILES | PKA-R1A activ | Arrestin-AP2 inh | AddAB inh | PfHsp90 set2 | Pemphigus Ab inh | OPRM1-OPRD1 inv | Ecoli viability | phage Ecoli inh | Tat transport | MOR-DOR ag | SUMO Mot1 rescue
Cc1ccc(-c2ccc(=O)n(CCC(=O)NCCN3CCCCC3C)n2)cc1 (stereo not drawn) | -17 | -3 | -1.3 | 25 | 126 | 6 | -0.7 | 2.9 | 1 | -1.0 | 102
C[C@H]1CCC[C@@]2(O[C@@H](CCO)C[C@@H](O)[C@@H]2O)O1 | -6 | 2 | 2.7 | nt | 106 | 10 | 0.8 | 2.7 | -11 | -1.7 | 8
CCN(CC)S(=O)(=O)c1ccc(O)c(C(=O)OCC(=O)N(C)Cc2ccccc2)c1 | 1 | 0 | -1.4 | 30 | 102 | 11 | -0.5 | 1.8 | -3 | -2.4 | 97
CC(=O)c1ccc(-c2ccc(/C=C(/Sc3n[nH]c(C)n3)C(=O)O)o2)cc1 | -5 | -5 | -0.7 | -25 | 88 | 15 | -1.6 | -0.1 | -1 | -2.8 | 16
CC1CCC2(CC1)NC(=O)N(NC(=O)CCl)C2=O (stereo not drawn) | 10 | 5 | 2.5 | 24 | 84 | 4 | -1.3 | 3.3 | -5 | -0.7 | 14
C=CCNc1nc(C(=O)OCC(=O)Nc2c(Cl)cccc2C(F)(F)F)cs1 | -14 | -6 | 0.0 | 7 | 101 | 9 | 3.0 | 3.2 | -2 | -1.9 | -4
COc1ccc(S(=O)(=O)N2CCN(C3Cc4ccccc4C3)CC2)cc1 | -6 | -6 | 2.9 | 10 | 99 | -4 | 1.0 | 0.6 | -3 | 0.8 | 46
CCN(CC(=O)NCc1ccc(Cl)cc1)C(=O)CCc1ccccc1 | 0 | 29 | 1.6 | 5 | 94 | 9 | 1.6 | 0.2 | -7 | -1.9 | 9
CC1=CC(C)(C)NC(=S)N1c1ccccc1C | 3&-12 | 0&20 | 4.0 | 3&-5 | 126&95 | 13&9 | -1.8 | 1.3&-2.2 | 1&-6 | -2.8&-1.9 | 8
COc1ccc(S(=O)(=O)N2CCN(Cc3cc(=O)n4ccccc4n3)CC2)cc1 | -2 | 2 | 0.3 | -7 | 106 | -4 | 1.8 | -0.5 | -12 | 1.1 | -22
c1ccc(C(CN2CCCCC2)Oc2ccccn2)cc1 (stereo not drawn) | -4 | 42 | nt | nt | 98 | 9 | nt | 2.9 | 7 | -1.7 | nt
OCC#CCSc1nnc(-c2cccc3ccccc23)o1 | 1 | -1 | 3.4 | -21 | 99 | 0 | 1.0 | 3.5 | 0 | 0.0 | 1
CC1CC(C)CN(C(=S)SCc2nc(N)nc(Nc3ccccc3)n2)C1 (stereo not drawn) | -21 | 5 | 2.4 | 1 | 111 | -6 | -0.7 | 1.6 | 6 | 1.2 | -15
O=C(Nc1ncc(Cc2ccccc2Cl)s1)C1CCCO1 (stereo not drawn) | -3 | nt | -1.1 | 3 | 99 | 3 | -2.7 | 1.4 | -1 | -0.5 | 23
O=C(NCCCN1CCCC1=O)c1cc(-c2ccc3c(c2)OCO3)nc2ccccc12 | 1 | 5 | -2.5 | -4 | 85 | -2 | -1.3 | -0.3 | -3 | 0.5 | 5
Oc1ccc2ccccc2c1/C=N/c1nccs1 | 4 | -4 | 1.4 | nt | nt | 2 | -1.4 | 2.8 | -3 | -0.3 | 146
CC(=O)Nc1ccc(S(=O)(=O)Nc2cccn(Cc3ccc(C)cc3)c2=O)cc1 | -9 | 2 | 1.5 | 4 | 105 | 12 | -21 | 4.5 | 6 | -2.6 | 1
CCOc1ccc(C(=O)N(CC)CC(=O)Nc2ccc3c(c2)OCCO3)cc1OCC | 7 | 17 | -0.4 | nt | 100 | -2 | -0.9 | 3.9 | -3 | 0.5 | -4
CCC1CCCCN1C(=S)NC(=O)c1ccco1 (stereo not drawn) | 9 | -3 | 2.9 | 8 | nt | 15 | -0.1 | -1.2 | 3 | -4.1 | -6
O=C(CN1CCNCC1)Nc1ccc(Oc2ccccc2)cc1 | 7 | 6 | 1.6 | -82 | 100 | -1 | -0.6 | 0.6 | 2 | 0.2 | -14
C/C(=N\NC(=O)c1cc(C)nc2ccccc12)c1ccccn1 | -1 | -2 | -4.1 | -4 | 106 | 26 | -3.2 | -1.3 | 2 | -6.8 | -8
COc1ccccc1N1CCN(C(=O)CSc2ccccc2)CC1 | -4 | 39 | 2.8 | 2 | 97 | 5 | -1.4 | 0.7 | 6 | -1.1 | 5
COc1ccc(/C(O)=C2/C(=O)C(=O)N(c3ccccn3)C2c2ccc(OC)c(OC)c2)cc1 (stereo not drawn) | -14 | -9 | 2.8 | 6 | 112 | 13 | 0.5 | 3.3 | -5 | -2.7 | 0
COc1cc(/C=C(\C#N)C(=O)Nc2ccccc2C(=O)O)cc(Cl)c1OC | 3 | 7 | 2.1 | 5 | 100 | 9 | 0.9 | 2.6 | -3 | -1.6 | 7
O=C1CSC2(N1)C1CC3CC(C1)CC2C3 (stereo not drawn) | 1 | 23 | -1.9 | -3 | 110 | 10 | -1.8 | 2.3 | 3 | -1.8 | -5
CCO/C=C1\SC(=S)N(c2ccc(Cl)cc2)C1=O | -2 | -4 | 4.9 | -3 | 98 | 9 | -1.3 | -3.8 | -3 | -1.7 | 1
CSc1nnc(NC(=O)c2nc(S(=O)(=O)Cc3ccc(C)cc3)ncc2Cl)s1 | -4 | 0 | 2.3 | 12 | 102 | -10 | -1.3 | 1.0 | -1 | 1.9 | -3
CCOC(=O)N1CCC(NC(=O)CNS(=O)(=O)c2ccc(Br)s2)CC1 | -3 | -7 | 1.2 | 1 | 101 | 2 | -2.1 | nt | 0 | -0.3 | -7

Assay outcomes: PubChem, several laboratories
